Compound activity from PubChem BioAssay.
M1 PAM parental: counter-screen for M1 PAMs: effect in parental CHO-K1 cells; activation, % at 3 µM; ATP EC20, Fluo-8 calcium fluorescence; 0% at ATP EC20, 100% at ATP max; 360,000 tested, 0.02% active;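 active means activation above the run cutoff, the mean activation of all test compounds plus 3 SD, cut at about 40% in these data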;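 further: peak over basal fluorescence ratio in a 140 s read after ATP addition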
CHO-K1 Ca antag: nonselective inhibitor or artifact in parental CHO-K1 cells; ATP-induced calcium, Fluo-8 fluorescence; inhibition, % at 3 µM; 360,000 tested, 0.6% active; AID 602250;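 active means inhibition above a per-plate cutoff, the plate's mean sample inhibition plus 3 SD, cut at about 24% in these data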;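 further: 0% = DMSO plus EC80 ATP and 100% = DMSO alone without ATP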
TAAR1 ag: agonists of human TAAR1. Q96RJ0. CHO RD-HGA16 TAAR1, Fluo-8 calcium fluorescence; vehicle wells 0%, saturating PEA agonist 100%. activation, % at 3 µM. 360,000 tested, 0.99% active;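 active means activation above the mean activation of all test compounds in the run plus 3 SD, cut at about 38% in these data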
Target sequence (Q96RJ0 whole entry, looked up): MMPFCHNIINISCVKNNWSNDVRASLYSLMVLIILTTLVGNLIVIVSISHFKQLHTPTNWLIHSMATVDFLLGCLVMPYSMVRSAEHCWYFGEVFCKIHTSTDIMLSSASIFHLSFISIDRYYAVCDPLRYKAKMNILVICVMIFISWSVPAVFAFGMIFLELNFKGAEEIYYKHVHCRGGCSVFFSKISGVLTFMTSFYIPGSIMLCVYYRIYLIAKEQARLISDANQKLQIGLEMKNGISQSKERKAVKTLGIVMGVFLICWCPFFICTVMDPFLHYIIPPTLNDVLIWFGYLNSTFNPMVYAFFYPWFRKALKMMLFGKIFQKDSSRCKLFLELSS
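Signal – calcium-sensitive Fluo-8 signal, excitation 470-495, emission 515-575 nm · System – RD-HGA16 (CHO) cells co-expressing Gα16 and hTAAR1 · Incubation – 17-24 h seeding, 75 min 37 °C dye, 30 min RT · Compound dosing – 3 µM single concentration · Repeats – no replicates (n 1)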
CHO-K1 Ca ag: M1 agonist counterscreen hit in parental CHO-K1 cells. Fluo-8 calcium fluorescence; scaled to maximal ATP response, vehicle zero. activation, % at 3 µM. 360,000 tested, 0.48% active. AID 602248; in the data active means activation above about 15%;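 further: untransfected CHO-K1 host cells lacking M1 receptor as counterscreen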
M1 ag: human M1 muscarinic receptor agonism. activation, % at 3 µM. CHO-K1 hM1, Fluo-8 calcium fluorescence, agonist mode; 0% DMSO, 100% acetylcholine EC100. P11229. 360,000 tested, 0.33% active;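 active means activation above the run's mean compound activation plus 3 SD, cut at about 16% in these data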;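 further: peak over basal fluorescence ratio within a 140 s kinetic read after compound addition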
Target sequence (P11229 whole entry, looked up): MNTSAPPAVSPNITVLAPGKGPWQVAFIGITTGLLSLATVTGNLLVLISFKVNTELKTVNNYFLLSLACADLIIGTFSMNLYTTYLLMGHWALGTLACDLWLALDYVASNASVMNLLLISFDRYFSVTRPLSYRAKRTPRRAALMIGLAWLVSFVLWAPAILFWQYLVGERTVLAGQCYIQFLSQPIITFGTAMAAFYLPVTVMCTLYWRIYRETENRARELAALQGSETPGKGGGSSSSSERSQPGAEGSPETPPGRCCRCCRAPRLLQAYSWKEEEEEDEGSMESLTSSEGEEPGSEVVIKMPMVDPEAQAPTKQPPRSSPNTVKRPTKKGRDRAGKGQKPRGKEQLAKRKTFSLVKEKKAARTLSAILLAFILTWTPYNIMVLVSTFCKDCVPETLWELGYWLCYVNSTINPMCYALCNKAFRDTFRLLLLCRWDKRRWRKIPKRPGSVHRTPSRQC
CHO parental Ca: signal in parental CHO cells, OX1R antagonist counter-screen | inhibition, % at 5.6 µM | 330,000 tested, 0.63% active | AID 463079 | parental CHO-K1, ATP-induced calcium, Fluo-8 fluorescence;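 active means inhibition above that plate's mean sample inhibition plus 3 SD, cut at about 26% in these data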;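 further: 0% = ATP-challenged DMSO wells and 100% = DMSO wells without ATP; some compounds past the cut are filed as inactive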
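Assay system: untransfected parental CHO cell line. Also added: ATP agonist challenge. Dosing: one dose, 5.6 µM nominal. Measured by: Fluo-8 fluorescence. Read-out: % inhibition. Benchmarks: ATP wells versus no-ATP DMSO wells. Repeats: no replicates.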
M1 PAM: positive allosteric modulators of human M1 muscarinic receptor | 360,000 tested, 0.088% active | AID 588819 | CHO-K1 hM1, Fluo-8 calcium fluorescence, ACh EC20; 0% = ACh EC20, 100% = maximal ACh | activation, % at 3 µM; in the data active means activation above about 19%, passing the limit was not always enough
TAAR1 antagonist: antagonists of human TAAR1 | Q96RJ0 | CHO RD-HGA16 TAAR1, Fluo-8 calcium fluorescence, antagonist | inhibition, % at 3 µM | 360,000 tested, 1.5% active | AID 624466;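 active means inhibition above a per-plate cutoff, the mean inhibition of test compounds on that plate plus 3 SD, cut at about 49% in these data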;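 further: 0% = DMSO plus EC80 beta-PEA response and 100% = DMSO alone without agonist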
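System: RD-HGA16 CHO cells with stable hTAAR1 and Gα16 | Probe or stimulus: EC80 β-phenethylamine stimulus | Dosing: 3 µM, single point | Times: Dye loading 75 min at 37 °C, then 30 min room temperature | Measured by: Fluo-8 calcium-sensitive fluorescence | Read-out basis: % inhibition of agonist calcium response | Replicates: n of 1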
M1 antag: antagonists of human M1 muscarinic receptor. P11229. CHO-K1 hM1, Fluo-8 calcium fluorescence, ACh EC80 antagonist. inhibition, % at 3 µM. 360,000 tested, 1.3% active;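 active means percent inhibition above its own plate's cutoff, namely the mean of that plate's compound wells plus 3 SD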;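 further: peak over basal fluorescence ratio during 140 s after agonist addition; 0% = ACh EC80 plus DMSO and 100% = DMSO alone without agonist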
The depositor's hits bear a star; x = no result given.

Every second line gives: M1 PAM parental	CHO-K1 Ca antag	TAAR1 ag	CHO-K1 Ca ag	M1 ag	CHO parental Ca	M1 PAM	TAAR1 antagonist	M1 antag
- COc1ccc(NC(=O)C[C@@H]2C(=O)N(Cc3ccccc3)CC2(C)C)cc1
  13	-7	-1	0.4	-3	x	1	-5	-9
- N#Cc1cc2c(nc1SCC(=O)NCc1ccc3c(c1)OCO3)CCCCC2
  -13	-2	0	-0.6	-5	-17	-5	17	3
- CCOC(=O)N/C(N)=N/c1nc2ccccc2s1
  -3	12	4	0.2	-4	-7	-8	7	7
- CCOC(=O)c1c(C)[nH]c(C(=O)COC(=O)CNC(=O)c2ccc(Br)cc2)c1C
  18	-5	3	0.6	-10	-18	-2	-37	3
- O=C(c1ccc(NS(=O)(=O)c2ccccc2)cc1)N1CCN(Cc2ccc3c(c2)OCO3)CC1
  0	11	3	1.4	-4	-2	-2	9	-12
- O=C(CCNC(=O)C1CCN(S(=O)(=O)c2ccccc2)CC1)NCc1ccc(Cl)cc1Cl
  15	5	6	7.2	0	5	0	-12	2
- Cc1cccc(NC(=S)NCCc2c[nH]c3ccccc23)c1
  2	-4	2	1.2	-13	-12	-8	6	2
- Oc1cc2ccccc2cc1-c1n[nH]c(=S)o1
  8	-3	1	11	0	3	8	-2	-12
- Cc1nnc2c3ccccc3c(-c3cccc4ccccc34)nn12
  3	-12	21	0.2	-1	x	17	1	-16
- CC1(C)CC(NC(=O)C2CCC(=O)N(Cc3ccccc3F)C2)CC(C)(C)C1 (stereo unspecified)
  -8	-3	-3	-0.4	-6	x	4	-10	-5
- COc1cccc(-c2noc(C3CCCN(C(=O)c4ccc(F)cc4)C3)n2)c1 (stereo unspecified)
  -9	-8	1	1.3	3	-17	23	-9	-25
- CC(C)C(c1nnnn1Cc1ccc2c(c1)OCO2)N1CCN(c2ccccc2)CC1 (stereo unspecified)
  -3	4	10	-0.3	-3	-10	5	-8	-12
- C[C@H](CO)N1C[C@H](C)[C@@H](CN(C)S(=O)(=O)c2ccc3ccccc3c2)OCc2cnnn2CCCC1=O
  32	-11	0	0.9	0	x	18	-4	-22
- Cc1ccc(NC(=O)CSc2nc(=O)n3cc(C)ccc3n2)c(C)c1
  12	7	4	0.6	-3	13	5	-12	-7
- C[C@@H](C(=O)NCCc1ccccc1F)N1C(=O)N2CCc3c([nH]c4ccccc34)[C@@]2(C)C1=O
  11	-4	59*	2.2	0	-12	-2	34	-2
- Cc1ccc(S(=O)(=O)c2nc(Nc3ccccc3)sc2Cl)cc1
  2	4	-1	2.2	-2	x	1	27	3
- CCCCCCC(C)n1cc(C(C)=O)c(=O)[nH]c1=O (stereo unspecified)
  15	-5	8	0.8	-5	-14	6	10	-5
- CNC(=S)NNC(=O)c1sccc1OCc1ccccc1
  5	-2	15	0.4	-4	-5	10	1	-7
- COC1=Nc2ccccc2N2CCN=C12
  21	17	4	0.0	1	x	3	-19	0
- CC(C)(C)SCCNC(=O)c1ccc(CN2CCc3ccccc3C2)cc1
  12	-12	4	2.5	-9	-21	3	-13	-8

Later entries:
Every second line gives: M1 PAM parental	CHO-K1 Ca antag	TAAR1 ag	CHO-K1 Ca ag	M1 ag	CHO parental Ca	M1 PAM	TAAR1 antagonist	M1 antag
- COc1cc2c(cc1NC(=O)c1ccc(C(C)(C)C)cc1)CCCC2
  8	-11	-2	0.0	-5	17	5	-12	-8
- O=C(CCCNS(=O)(=O)c1cccc2nsnc12)N1CCCCC1
  18	-5	8	0.1	-3	3	6	-10	-12
- COc1ccc(NS(=O)(=O)c2cccc(C(=O)NCCCn3ccnc3)c2)cc1
  -6	-6	1	0.1	-5	-1	-3	-11	8
- O=c1[nH]c(=O)c2cc([N+](=O)[O-])cc([N+](=O)[O-])c2[nH]1
  15	-10	5	0.1	-1	-7	3	-14	3
- COCCN1C=C(C(=O)OC)C(c2ccccc2Cl)C(C(=O)OC)=C1
  -12	-1	-1	-0.3	-2	-7	1	-4	8
- COC(=O)C1C/C(=N\NS(=O)(=O)c2ccc(C)cc2)c2ccsc2C1 (stereo unspecified)
  22	-9	0	0.0	-10	-19	9	-35	-7
- COc1ccccc1NS(=O)(=O)c1ccc(NN=C2CCCCC2)c([N+](=O)[O-])c1
  -11	15	0	0.3	-8	-8	4	-9	-16
- CCCCN(C(=O)c1cccc(-n2cnnn2)c1)c1c(N)n(CCCC)c(=O)[nH]c1=O
  -3	13	4	2.6	0	x	8	-12	-9
- CCN(CC)c1nc2ccccc2[nH]1
  11	-9	3	0.8	0	-7	8	-21	-14
- CC1(C(=O)NS(=O)(=O)Cc2ccccc2C(F)(F)F)CCN1C(=O)Cc1ccsc1 (stereo unspecified)
  6	-3	1	-0.1	-3	x	6	-10	-11
- Cc1cc(C(=O)Nc2ccc3c(c2)CCC3)c2ccccc2n1
  18	-11	x	1.4	-13	-24	11	x	-9
- Cc1nc2ccccc2n1CC(=O)N/N=C/c1cccnc1
  12	-3	6	0.2	-6	-4	4	5	-1
- CCOC(=O)c1ccc(NC(=S)N2CCN(CCN=CC3=C(O)CC(c4ccccc4)CC3=O)CC2)cc1 (stereo unspecified)
  9	-6	4	6.8	-6	-42	-19	32	29
- Cc1cccc(N2CCN(C(=O)c3ccc(N4CCCC4=O)cc3)CC2C)c1 (stereo unspecified)
  7	0	10	3.4	-2	-9	-7	7	2
- O=C(c1ccc(Cl)cc1)c1cc(-c2ccccn2)c(N2CCOCC2)s1
  8	-3	8	1.5	-6	-15	-9	6	14
- CN(c1ccc(Cl)cc1)c1cc2c(c3c1ccn3C)C1CCC2C1 (stereo unspecified)
  21	-2	0	0.8	-4	x	11	-7	-7
- O=C(Nc1ccc2oc(-c3ccccc3)nc2c1)c1ccc2c(c1)OCCO2
  9	3	17	2.4	0	4	-4	33	4
- Cc1ccccc1-n1nc2c(c1NC(=O)C(C)(C)C)CS(=O)(=O)C2
  21	-16	-1	0.9	-2	-7	4	-3	-9
- CN(C)c1ncc([N+](=O)[O-])cc1C(F)(F)F
  -17	7	0	-0.3	1	3	9	1	-11
- CCCCCCNC(=O)CNC(=S)N(Cc1cccs1)C1CCCCC1
  7	-9	1	1.1	-7	-16	1	5	-2

Part of the list above, reduced to M1 PAM parental:
Structure | M1 PAM parental
CNC(=S)NNC(=O)c1sccc1OCc1ccccc1 | 5
COC1=Nc2ccccc2N2CCN=C12 | 21

(further entries)
Every second line gives: M1 PAM parental	CHO-K1 Ca antag	TAAR1 ag	CHO-K1 Ca ag	M1 ag	CHO parental Ca	M1 PAM	TAAR1 antagonist	M1 antag
- CCN(CC)CCCNc1oc(-c2ccccc2[N+](=O)[O-])nc1C#N
  13	-10	4	0.4	-4	-8	1	-21	-5
- CCOc1ccc(-c2csc3nc[nH]c(=O)c23)cc1
  10	-10	0	1.1	-1	-17	4	-11	-13
- COc1ccc(C2CC(c3cccs3)=NN2c2ccccc2)cc1 (stereo unspecified)
  6	-2	0	0.9	-3	-8	3	-3	-5
- CSc1nc2ccc(NC(=O)c3nn(C(C)C)c(=O)c4ccccc34)cc2s1
  -14	19	0	-0.2	-4	-26	-9	5	17
- CNC(=O)c1c(O)c2cccc3c2n(c1=O)CC3
  18	-11	4	0.3	-5	-23	5	-9	-8
- N=C1C=CC(=C(c2ccc(N)cc2)c2ccc(N)cc2)C=C1
  10	4	0	-0.1	-8	x	-2	2	5
- O=C(CN1CCN(S(=O)(=O)c2ccc(F)c(Cl)c2)CC1)N1CCOCC1
  12	-17	0	0.0	-5	2	10	3	-15
- O=C(NCc1ccco1)c1ccc(COc2ccc(Cl)cc2)cc1
  25	-6	7	3.2	-9	1	0	-4	-11
- O=C(CCN1C(=O)C2C3C=CC(C3)C2C1=O)N1CCN(c2ccccc2F)CC1 (stereo unspecified)
  8	-8	4	0.7	-3	-9	1	-14	-1
- Cc1c(Oc2ccc(C(F)(F)F)cc2[N+](=O)[O-])ccc2c3c(c(=O)oc12)CCC3
  16	-4	1	0.4	-4	-9	11	-14	-8
- COCCn1c(N)c(Sc2ccc(Cl)cc2)c(=O)[nH]c1=O
  -6	-4	3	0.1	-1	-2	3	-3	-5
- COC(=O)CN1C(=O)COc2ccc(S(=O)(=O)N3CCCCC3)cc21
  -7	-1	6	0.1	-3	x	5	-20	-7
- CCOC(=O)c1c(C)[nH]c(C)c1C(=O)COC(=O)[C@@H](NC(=O)c1ccccc1OCC)C(C)C
  14	-14	5	1.8	-6	-32	-4	3	10
- CC1(c2ccccc2Cl)NC(=O)N(CC(=O)Nc2ccc3c(c2)OCO3)C1=O (stereo unspecified)
  8	6	1	0.3	-2	-5	12	11	-12
- CCCNC(=O)C1CCN(S(=O)(=O)c2ccc3nc4c(c(C(=O)O)c3c2)CCCCC4)CC1
  11	-4	1	0.1	-2	-7	10	4	-12
- Cn1nnnc1SCc1cn2cccnc2n1
  19	-6	3	0.9	-5	-3	-6	11	9
- CC1(C)CC(=O)C=C(c2ccc(COC(=O)c3ccc(-c4ccccc4)cc3)cc2)C1=O
  2	-10	0	0.4	0	x	1	-5	-14
- COc1ccc(-n2c(/C=C3\C(=O)N(C)c4ccccc43)nc3ccccc3c2=O)cc1
  14	-4	13	1.3	-4	-36	3	-9	3
- C=CCNC(=O)c1ccccc1S(=O)c1ccccc1C#N (stereo unspecified)
  11	-1	2	0.3	-1	-8	-4	-18	5
- Cc1cccc(C)c1NC(=O)c1ccc(-c2ccc(Cl)cc2Cl)o1
  21	-14	13	0.9	-2	-9	6	15	-2

Next structures.
Every second line gives: M1 PAM parental	CHO-K1 Ca antag	TAAR1 ag	CHO-K1 Ca ag	M1 ag	CHO parental Ca	M1 PAM	TAAR1 antagonist	M1 antag
- CC1=C(C)CS(=O)N(S(=O)(=O)c2ccc(Cl)cc2)C1 (stereo unspecified)
  15	-3	77*	3.6	11	-24	2	36	10
- COc1cc(OC)cc(C(=O)NCC(=O)NCc2ccccn2)c1
  -18	0	6	0.1	-3	-13	-7	-9	16
- c1coc(CNc2c3c(nc4ncnn24)CCC3)c1
  13	-12	11	1.1	0	-7	5	-11	-3
- CCc1cccc(C)c1NC(=O)Cn1nc(C)n2cccc2c1=O
  -9	-15	6	0.5	-3	6	0	-20	6
- c1coc(-c2ccnc3nc(-n4cccc4)nn23)c1
  9	-6	2	0.1	-8	-11	2	-7	-2
- CCC(=O)c1ccc(OCC(O)CN(CCc2ccccc2)Cc2ccccc2)cc1 (stereo unspecified)
  -4	0	20	0.3	-5	-36	-13	2	13
- CC(C)=CCc1c(O)ccc(C2COc3c(CC=C(C)C)c(O)cc(O)c3C2=O)c1O (stereo unspecified)
  8	0	3	0.6	4	-7	16	0	-16
- O=C(Oc1cccc2c(O)cccc12)c1ccccc1Cl
  2	7	1	-0.2	-3	x	1	1	-6

Compounds as they come, and some 4.4% of all compounds hit somewhere here.
